# KB-3-1 cytotox – qHTS assay for MDR1-selective chemotherapeutics: Primary screen using the parental adenocarcinoma cell KB-3-1 | KB-3-1 viability, CellTiter-Glo ATP luminescence, 72 h | Potency, µM (titrated, usually from 46.1 µM), without a hit: at the highest dose activity change, negative = cytotoxic, actives largely listed as cytotoxic | 1.4% of 400,000 active; further: on the % scale 0 is the no-effect control and ±100 the full control effect; nearly all actives have a fitted effect of over 60% in size
#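 Using CellTiter-Glo luminescence, growth of non-resistant KB-3-1 adenocarcinoma cells is assessed 72 h after pin-tool compound addition at 37 °C. Normalized responses across the concentration series yield fitted curves.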
# GLP1R cytotox – qHTS of GLP-1 Receptor Inverse Agonists: Cytotox Screen | HEK293 cAMP-luciferase reporter cells, luminescence, 24 h | Potency, µM (series often up to 38.3 µM), inactives show at the highest dose activity change, negative = inhibition, most hits filed as inhibitors | 0.13% of 410,000 active;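 further: loss of luciferase light is scored as toxicity; on the % scale 0 is the no-effect control and ±100 the full control effect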
#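 MLSMR compounds, 24 hr on cells at 37 deg C/5% CO2; luminescence after luciferase reagent (12 min RT). Inhibition counted as the undesired cytotoxic outcome.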
# GLP-1R inv ag – qHTS of GLP-1 Receptor Inverse Agonists (Inhibition Mode); Glucagon-like peptide 1 receptor (Homo sapiens), P43220; AID 624417, 2012; Potency, µM (titrated, usually from 38.3 µM), inactives show top-dose activity change, negative = inhibition, most hits filed as inhibitors; 1.6% of 410,000 active; HEK293 GLP-1R CRE-luciferase, luminescence, 24 h; GLP-1R form is constitutively active; further: on the % scale 0 is the no-effect control and ±100 the full control effect; nearly all actives have a fitted effect of over 55% in size
# Target sequence (P43220 whole entry, looked up): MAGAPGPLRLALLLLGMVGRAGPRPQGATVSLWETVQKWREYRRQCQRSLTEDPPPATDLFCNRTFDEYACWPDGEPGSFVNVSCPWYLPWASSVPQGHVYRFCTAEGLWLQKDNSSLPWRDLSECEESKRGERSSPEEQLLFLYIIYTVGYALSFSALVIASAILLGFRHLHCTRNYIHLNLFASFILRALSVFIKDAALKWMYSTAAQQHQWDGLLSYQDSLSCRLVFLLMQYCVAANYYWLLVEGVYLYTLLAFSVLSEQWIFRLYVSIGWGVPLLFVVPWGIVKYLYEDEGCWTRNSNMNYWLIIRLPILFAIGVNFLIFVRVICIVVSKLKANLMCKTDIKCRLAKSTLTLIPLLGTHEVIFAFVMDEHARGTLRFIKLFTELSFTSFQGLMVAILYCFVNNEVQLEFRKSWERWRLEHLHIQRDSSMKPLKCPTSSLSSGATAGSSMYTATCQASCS
#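 Assay principle: reduced luminescence from a cAMP-responsive reporter in HEK293 cells co-expressing a constitutively active GLP-1R. Conditions: 24 hr compound incubation, 37 deg C, 5% CO2.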
# HT1080 IDH1KD tx – qHTS for induction of synthetic lethality in tumor cells producing 2HG: qHTS for the HT-1080-IDH1KD cell line | HT-1080 IDH1 knockdown viability, ATP luminescence, 48 h | Potency, µM (doses to about 46.1 µM), inactives show top-dose activity, negative = toxicity, usual class: cytotoxic | 2% of 360,000 active | AID 686971, 2013;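 further: 0% = DMSO wells and -100% = cell-free medium wells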
#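 Viability of IDH1-knockdown HT-1080 fibrosarcoma cells was assessed by CellTiter-Glo after 48 h at 37 °C with titrated compound; concentration-effect curves were classified by fit quality and response size.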
# SW480 rereplic – A quantitative high throughput screen for small molecules that induce DNA re-replication in SW480 colon adenocarcinoma cells; SW480 DNA re-replication, Hoechst DNA content imaging, 48 h; Potency, µM (top dose mostly 46.1 µM), inactives show at the highest dose re-replication activation, usual class: activators; 1.8% of 340,000 active; AID 624297, 2012; further: % of control where 0% means no effect; nearly all actives have a fitted effect of over 55% in size
#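 Per well, 250 cells were exposed to pinned compound for 48 hr. Nuclear DNA was visualised with Hoechst (40 min, 37 C) and total object intensity recorded by fluorescence scanning.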
# KB-V1 MDR tox – qHTS assay for MDR1-selective chemotherapeutics: Primary screen using the drug-selected MDR subline cells KB-V1 | KB-V1 MDR cells viability, CellTiter-Glo, 72 h | Potency, µM (titrated, usually from 46.1 µM), inactives show top-dose activity change, negative = cytotoxicity, most hits filed as cytotoxic | 3.4% of 400,000 active | AID 1347076, 2019; further: on the % scale 0 is the no-effect control and ±100 the full control effect; nearly all actives have a fitted effect of over 60% in size
#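 qHTS viability screen in drug-selected KB-V1 MDR cells: 72 h compound treatment at 37 degrees C, ATP luminescence end point.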
# HT1080-NT tox – qHTS for induction of synthetic lethality in tumor cells producing 2HG: qHTS for the HT-1080-NT fibrosarcoma cell line | HT-1080-NT fibrosarcoma viability, CellTiter-Glo ATP luminescence, 48 h | 1.6% of 360,000 active | Potency, µM (series often up to 46.1 µM), for inactives: at the top dose activity, negative = less viability, hits mostly cytotoxic;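 further: NT is the 2HG producing partner of a matched IDH1 knockdown line; 0% = DMSO-treated cells and -100% = media-only wells without cells; nearly all actives have a fitted effect of over 55% in size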
#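 Viability of the 2HG-overproducing fibrosarcoma line after 48 hours of compound exposure at 37 degrees C was determined by luminescence with CellTiter-Glo, and concentration-effect curves were then fitted and categorized.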
# TDP43 rescue – qHTS of TDP-43 Inhibitors; TDP-43 expressing yeast growth rescue, BacTiter-Glo, 24 h; Potency, µM (titrated, usually from 46.1 µM), for the others: at the top dose growth rescue (activation), actives largely listed as activators; 1.8% of 410,000 active; AID 652104, 2013; further: % of control where 0% means no effect; nearly all actives have a fitted effect of over 50% in size
#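 Cell-based yeast growth screen: TDP-43 expression induced in galactose, inoculum OD600=0.02 after raffinose pregrowth to mid-log. Read-out BacTiter-Glo luminescence at 24 hr, 30 deg C; inhibition of toxicity seen as signal increase.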
# GLP-1R agonist – qHTS of GLP-1 Receptor Agonists; AID 624172, 2012; Potency, µM (top dose mostly 45.6 µM), for inactives: at the highest dose activation, actives largely listed as activators; Glucagon-like peptide 1 receptor (Homo sapiens), P43220; HEK293 GLP-1R CRE-luciferase, luminescence, 4-6 h; cells express a hypersensitive GLP-1R form; 0.007% of 380,000 active; further: % of control where 0% means no effect
# Starred values were filed as active, the others as inactive; ? = inconclusive; / = no result given; [ ] = dose if it differs, or a comment. The call rests on the fitted dose curve; in most records, active means well fitted curve in the direction sought with a large enough effect; inconclusive means small, poorly fitted or top-dose-only effect, or another doubt; inactive means no such curve, though single readings can be large; an effect the other way counts as inactive or inconclusive. Potency means the concentration at half of the fitted maximal effect.
SMILES,KB-3-1 cytotox,GLP1R cytotox,GLP-1R inv ag,HT1080 IDH1KD tx,SW480 rereplic,KB-V1 MDR tox,HT1080-NT tox,TDP43 rescue,GLP-1R agonist
COc1ccc(NC(=S)N2CCN(S(=O)(=O)c3ccc(C)cc3)CC2)cc1,-2%,8%,-24%,0%,-10%,?,-1%,8%,-8%
CCOC(=O)C1CCN(C(=O)c2cnn3c(C)cc(C)nc23)CC1,-3%,-16%,0%,2%,-4%,3%,1%,-7%,-10%
CCOc1cc(C(=S)N2CCOCC2)ccc1OC(=O)/C=C/c1ccc(OC)c(OC)c1,1%,9%,-11%,-1%,?,-29%,-4%,-3%,1%
CCOC(=O)C(C)CC(C)C(=O)N1CCOCCOCCN(C(=O)C(C)CC(C)C(=O)OCC)CCOCC1 (configuration not stated),-1%,2%,-7%,-1%,1%,-3%,1%,1%,-3%
COc1ccc(NC(=O)CN2CCN(S(=O)(=O)N(C)C)CC2)cc1,-2%,4%,13%,-7%,?,12%,-7%,23%,8%
Cc1ccc(CNC(=O)CCc2c(C)nc3nc(C)nn3c2C)cc1,-5%,30%,0%,/,/,-12%,/,-10%,0%
CCc1nc2ccccc2c(C(=O)Nc2cc(C)ccc2C)c1C,-5%,3%,?,-1%,-3%,?,0%,23%,-5%
Cc1ccc(S(=O)(=O)/N=C(/Nc2ccc([N+](=O)[O-])cc2[N+](=O)[O-])c2ccccc2)cc1,-8%,-33%,?,0%,1%,16µM*,-17%,-46%[inhibitor],0%
CN1CCN(Cc2cccc3ncccc23)CC1CCO (configuration not stated),2%,4%,-8%,16%,0%,-22%,24%,-3%,-4%
C=C(C)CSC1=C(C#N)C(c2ccsc2)CC(=O)N1 (configuration not stated),-1%,5%,3%,0%,-6%,-16%,2%,28%,-5%
CCc1ccc(Nc2nnc(-n3nc(C)cc3C)c3ccccc23)cc1,5%,-4%,8%,/,/,-10%,/,4%,/
CCCCN(CC)CCCNC(=S)Nc1ccc2nc(N3CCN(C)CC3)cc(C)c2c1,-13%,?,?,?,?,9%,18µM*,-8%,12%
CCn1c(CNC(=O)COc2ccc(C(C)C)cc2)nnc1SCC(=O)Nc1ccccc1F,0%,-6%,-12%,1%,1%,?,?,10%,0%
Cc1ccc2[nH]c(=O)c3cc(C(=O)NCCN4CCN(C)CC4)sc3c2c1,-1%,-4%,17%,0%,0%,?,-3%,11%,-4%
O=C(NCc1ccco1)c1cc2n(n1)C(C(F)(F)F)CC(c1ccc(Cl)c(Cl)c1)N2 (configuration not stated),5%,-52%,?,-16%,9%,-5%,-19%,12%,-2%
O=C(COC(=O)c1ccc2ccccc2c1)NCc1ccccc1,-2%,-5%,37%[activator],7%,/,?,0%,-4%,-4%
COc1ccc(N2CCN(C(=O)c3cc(=O)c4cc(Cl)ccc4o3)CC2)cc1,5%,1%,24%,-8%,-5%,-15%,-16%,?,-5%
Cc1n[nH]c2ccccc2c1=O,11%,-16%,4%,8%,-3%,-3%,1%,0%,-5%
Cn1c(N)c(C(=O)COC(=O)/C=C/c2ccc(Cl)c(Cl)c2)c(=O)n(C)c1=O,13%,0%,5%,11%,-10%,10%,7%,0%,13%
S=C(Nc1ccc(Br)cc1Cl)Nn1cnnc1,-1%,-12%,-6%,5%,-11%,?,-1%,?,0%

# A few values from the entries so far.
# GLP1R cytotox, O=C(COC(=O)c1ccc2ccccc2c1)NCc1ccccc1 → -5%
# KB-3-1 cytotox, CCn1c(CNC(=O)COc2ccc(C(C)C)cc2)nnc1SCC(=O)Nc1ccccc1F → 0%

# (next part)
SMILES,KB-3-1 cytotox,GLP1R cytotox,GLP-1R inv ag,HT1080 IDH1KD tx,SW480 rereplic,KB-V1 MDR tox,HT1080-NT tox,TDP43 rescue,GLP-1R agonist
COc1ccc(CC(=O)Nc2ccc(C(N)=O)cc2)cc1,0%,?,-5%,13%,-4%,20%,1%,-14%,13%
CC(C)n1cc(CN2CCC(Oc3ccc(C(=O)N4CCCC4)cc3)CC2)cn1,5%,-6%,-3%,19%,-28%,-26%,8%,4%,6%
COC(=O)[C@H]1C[C@@]2(O)CN(S(=O)(=O)c3ccc(C)cc3)C[C@@]2(OC(=O)NC2CC2)C[C@H]1C(=O)OC,-8%,0%,12%,-2%,/,14%,12%,12%,-4%
C=CCCC(=O)N1C[C@H]2CON(C)[C@H]2C[C@H]1c1cccc(Br)c1,27%,3%,18%,9%,?,?,12%,?,11%
Cc1ccc(N2CC(C(=O)Nc3ccc(C)c(S(=O)(=O)N(C)C)c3)CC2=O)cc1 (configuration not stated),-1%,3%,?,-12%,-2%,-27%,-16%,-1%,6%
Cc1cccc(C)c1-n1ncc(C(=O)O)c1C1CCN(C(=O)OC(C)(C)C)CC1,5%,0%,-15%,/,/,8%,/,2%,/
Cc1cc(C)c(S(=O)(=O)N2CCOC2CNC(=O)C(=O)NCCN(C)C)c(C)c1 (configuration not stated),/,38%[activator],11%,-8%,12%,/,-5%,13%,-11%
O=C(NC1CC2CCCC(C1)N2C(=O)NC1CCCCC1)c1ccccc1 (configuration not stated),1%,-8%,0%,13%,0%,-7%,11%,-17%,-8%
CSc1ccccc1NC(=O)c1ccccc1,0%,3%,-13%,9%,-6%,9%,16%,6%,3%
CCOC(=O)C1=C(O)CSC1=Nc1cccc2ccccc12,-21%,1%,-12%,-3%,-41%[inhibitor],23µM*,1%,18%,6%

# In the list so far, 4 have a Cl atom:
SMILES,KB-3-1 cytotox,GLP1R cytotox,GLP-1R inv ag,HT1080 IDH1KD tx,SW480 rereplic,KB-V1 MDR tox,HT1080-NT tox,TDP43 rescue,GLP-1R agonist
O=C(NCc1ccco1)c1cc2n(n1)C(C(F)(F)F)CC(c1ccc(Cl)c(Cl)c1)N2 (configuration not stated),5%,-52%,?,-16%,9%,-5%,-19%,12%,-2%
COc1ccc(N2CCN(C(=O)c3cc(=O)c4cc(Cl)ccc4o3)CC2)cc1,5%,1%,24%,-8%,-5%,-15%,-16%,?,-5%
Cn1c(N)c(C(=O)COC(=O)/C=C/c2ccc(Cl)c(Cl)c2)c(=O)n(C)c1=O,13%,0%,5%,11%,-10%,10%,7%,0%,13%
S=C(Nc1ccc(Br)cc1Cl)Nn1cnnc1,-1%,-12%,-6%,5%,-11%,?,-1%,?,0%

# Next records:
SMILES,KB-3-1 cytotox,GLP1R cytotox,GLP-1R inv ag,HT1080 IDH1KD tx,SW480 rereplic,KB-V1 MDR tox,HT1080-NT tox,TDP43 rescue,GLP-1R agonist
CC1CCCC(N2CCN(C(=O)c3ccccc3F)CC2)C1 (configuration not stated),14%,4%,-3%,15%,-2%,-12%,16%,16%,-4%
Fc1ccc(NCc2ccccc2-c2nnc(-c3ccccc3Cl)o2)cc1,-2%,-10%,3%,/,/,-2%,/,14%,/
Cc1ccc(S(=O)(=O)N(C)c2ccc(OCC(=O)OCC(=O)N(CC#N)c3ccccc3)cc2)cc1,-2%,-1%,-2%,15%,-4%,10%,2%,11%,-5%
OCCN1CCN(c2nc3ccccc3nc2-c2ccccc2)CC1,28%,-12%,?,-9%,-1%,-12%,23%,0%,7%
Cc1ccc(C(=O)OCC(=O)c2c(N)n(C)c(=O)n(C)c2=O)cc1S(=O)(=O)N1CCOCC1,6%,2%,15%,11%,-12%,23%,-2%,-3%,5%
Cc1cc(N/N=C/c2ccc(Cl)cc2Cl)nc(NCc2ccccc2)n1,-14%,-22%,?,?,?,8.2µM*,-11%,4%,0%
CCCc1nnc(NC(=O)CSc2nnc3c4ccccc4n(CC)c3n2)s1,-2%,-10%,10%,/,/,-3%,/,18%,/
O=C(NNC(=O)c1cccnc1)NC12CC3CC(CC(C3)C1)C2,11%,4%,16%,17%,-692%[inhibitor],-4%,8%,8%,-3%
O=S(=O)(Nc1cccc2ccccc12)c1cccc2nonc12,10%,?,?,-2%,-10%,-2%,-8%,18%,-1%
CCOC(=O)C1(Cc2cccc(OC)c2)CCCN(S(=O)(=O)N(C)C)C1 (configuration not stated),3%,2%,7%,2%,-4%,-1%,0%,-5%,0%
COc1cc(OC)c(OC)cc1CN(C)C(c1ccccc1)c1nnnn1-c1ccccc1C (configuration not stated),?,-6%,11µM*,-19%,2%,?,-11%,24%,9%
O=C(O)c1cccc(CSc2nc(-c3ccccc3)cc(C(F)(F)F)n2)c1,1%,22%,?,-6%,0%,15%,2%,-19%,1%
Cc1cc(C)n2nc(C(=O)OCC(=O)Nc3ccc4c(c3)OC(F)(F)O4)nc2n1,1%,-11%,7%,11%,-3%,0%,21%,9%,2%
